# Compound activity from PubChem BioAssay.
# esBAF inh = SWI/SNF esBAF complex inhibition; mouse ES cells, Bmi1-luciferase knock-in reporter, 24 h; 100% = twice the neutral-well signal; reporter increase, % at 12.5 µM; hit rate 2% among 350,000; AID 602393; in the data active = activation above about 40%;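 also: 0% = median of the plate's neutral control wells and 100% = double that signal; a rise in the Bmi1 reporter signal indicates esBAF inhibition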
# ERAP1 HTS inh = inhibitors of human ERAP1 aminopeptidase; recombinant ERAP1, Leu-AMC fluorescence, 60 min; inhibition, % at 10.7 µM; hit rate 0.15% among 340,000; AID 652197;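 active = mean replicate inhibition of at least 30%, or all replicates individually reaching that 30% level; inactive = mean below 30% and not every replicate reaching it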;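 also: 0% = neutral control wells and 100% = L-leucinethiol positive control wells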
# RAD52 inh = blocks human RAD52 DNA annealing. AID 651710. inhibition, % at 18.7 µM. hit rate 0.46% among 360,000. recombinant RAD52 DNA annealing, FRET fluorescence. P43351;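 active = every replicate showing at least 50% inhibition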
# Xi reactivation = activators of X-chromosome reactivation in mouse fibroblasts; XiGFP mouse fibroblasts, % GFP-positive cells imaging, 3 d; cells co-treated with 5-aza-dC sensitizer; scaled so ellipticine positive control = 100%; activation, % at 7.58 µM; hit rate 0.055% among 360,000; AID 743238;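 active = mean normalized replicate activation at least 10% and every replicate at or above 10%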;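 also: 0% = median of on-plate neutral control wells and 100% = ellipticine 6 µM median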
#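 Schedule: 3 d treatment, 15 min room-temperature fixation; system: 68-5-11 XiGFP fibroblast line; buffer or medium: DMEM plus 5-aza-dC sensitizer; control set: ellipticine 6 µM positive control; compound: one concentration, pinned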
# ARNT TACC3 PPI = disrupts binding between human ARNT and TACC3; inhibition, % at 9.99 µM; hit rate 0.66% among 390,000; AlphaScreen His-ARNT PAS-B/GST-TACC3 binding, luminescence; TACC3 fragment carries E629A point mutation; AID 623870; Q9Y6A5;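 active = mean inhibition of replicates at least 50% and at least half of replicates each reaching 50%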;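 also: 0% = complete ARNT plus TACC3 wells and 100% = ARNT alone without TACC3; many hits fall short of the cut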
# F508del corr = correctors of CFTR F508del function in bronchial epithelial cells | CFBE cells, YFP halide quenching; stimulated with forskolin plus potentiator P3; % fluorescence drop versus neutral controls | activity (quench increase), % at 7.58 µM | hit rate 0.36% among 350,000 | AID 720511;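 active = mean added fluorescence quench of at least 8% versus neutral control, with both replicates also reaching 8%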;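 also: cells transiently co-express mutant CFTR-F508del with the halide-sensitive YFP; corrector assay measuring rescue of mutant channel to the surface after 24 h compound exposure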
# RAD54 inh = inhibitors of human RAD54 branch migration; Q92698; RAD54 Holliday junction branch migration, FAM/BHQ fluorescence; inhibition, % at 10.4 µM; hit rate 0.14% among 360,000; AID 602329;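 active = mean normalized replicate activity at least 40 and at least half of replicates scoring 40 or more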;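 also: 0% = median of neutral control wells and 100% = median of positive control wells; inhibitors cause a drop in the FAM fluorescence signal; in these data hits start at about 50%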
# Target sequence (Q92698 whole entry, looked up): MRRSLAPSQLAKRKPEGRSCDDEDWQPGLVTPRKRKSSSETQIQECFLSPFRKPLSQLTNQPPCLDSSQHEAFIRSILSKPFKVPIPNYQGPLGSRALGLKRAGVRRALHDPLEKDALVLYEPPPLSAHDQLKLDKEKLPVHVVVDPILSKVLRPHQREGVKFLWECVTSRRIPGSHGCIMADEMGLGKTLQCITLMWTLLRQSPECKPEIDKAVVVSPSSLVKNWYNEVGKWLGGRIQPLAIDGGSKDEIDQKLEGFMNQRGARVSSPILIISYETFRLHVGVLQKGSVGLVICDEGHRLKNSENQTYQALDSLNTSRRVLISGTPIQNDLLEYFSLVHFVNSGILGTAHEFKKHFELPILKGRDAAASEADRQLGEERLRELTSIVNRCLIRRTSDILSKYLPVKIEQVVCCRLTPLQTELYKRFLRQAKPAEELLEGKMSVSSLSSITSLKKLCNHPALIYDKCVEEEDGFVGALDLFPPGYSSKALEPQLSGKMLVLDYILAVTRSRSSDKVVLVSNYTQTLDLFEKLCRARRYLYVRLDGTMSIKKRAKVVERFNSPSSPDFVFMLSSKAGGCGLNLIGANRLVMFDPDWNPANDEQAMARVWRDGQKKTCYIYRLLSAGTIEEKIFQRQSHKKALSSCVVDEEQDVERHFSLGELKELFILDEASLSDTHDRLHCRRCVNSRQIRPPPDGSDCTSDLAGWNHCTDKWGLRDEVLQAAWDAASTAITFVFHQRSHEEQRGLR
# GSIS activator = GLuc luminescence reporter in INS-1E cells, primary screen for activators of glucose-dependent secretion of insulin; activation, % at 16.6 µM; INS-1E GLuc reporter insulin secretion, 2-3 h; hit rate 0.61% among 370,000;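 active = lowest replicate activation of at least 40%, so every replicate reaches that level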;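 also: 0% = median of neutral control wells and 100% = median of IBMX positive control wells; some compounds called inactive have numbers as strong as hits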
# Active calls of the source: *; . = no result given; & = joins results of further samples. No enrichment for hits (roughly 3.3% active in at least one column).
SMILES,esBAF inh,ERAP1 HTS inh,RAD52 inh,Xi reactivation,ARNT TACC3 PPI,F508del corr,RAD54 inh,GSIS activator
COc1ccccc1C(=O)NCCC(=O)NCc1ccncc1,-13,1,-10,0.0,2,1.2,11,7
O=C(C[C@@H]1C/C=C\CCC(=O)OC[C@@H]2CCCN2C1=O)N[C@@H](CO)Cc1ccccc1,4,0,0,0.0,-15,-1.0,-1,6
O=C(c1cccc(F)c1)N1CC(=O)N2[C@H](CO)[C@H](c3ccc(-c4ccccc4F)cc3)[C@H]2C1,.,1,7,0.0,.,-0.5,.,-13
CN(c1cccc(NC(=O)c2ccc(Cl)c(S(=O)(=O)Nc3ccccc3)c2)c1)S(C)(=O)=O,11,.,.,.,0,.,-2,-13
CCOc1ccc2nc(NC(=O)c3ccc(OCC4CCCO4)cc3)sc2c1 (stereo not given),9,0,-36,0.0,.,5.6,-4,-33
C[C@H]1CN([C@@H](C)CO)C(=O)Cc2cc(N(C)C)ccc2O[C@H]1CN(C)S(=O)(=O)c1ccc(Cl)cc1,4,10,6,1.0,21,0.8,5,6
O=C(C1CCCC1)N1CC(=O)N2[C@H](C1)[C@@H](c1ccc(C#CCc3ccccc3)cc1)[C@@H]2CO,.,-2,-19,0.3,.,-2.6,.,-2
O=C(CSc1ccccc1)NC1CCCCCC1,.,-1,-10,0.1,-19,0.3,-4,7
NCCCn1c(C(=O)c2cc(Cl)c(N)c(Cl)c2)c2ccc([N+](=O)[O-])cc2[n+]1[O-],-11,.,38,-0.1,11,-7.1,-9,-5
O=C(C[C@@H]1C[C@H]2c3cc(NC(=O)c4cccnc4)ccc3O[C@H]2[C@@H](CO)O1)NC1CCCCC1,-7,1,0,0.2,-6,-0.6,11,8
Cc1ccc(CC2C(=O)N(c3ccc(F)cc3)C(=O)C2C)cc1 (stereo not given),12,0,0,0.0,-4,1.3,-5,2
O=C(Nc1ccccc1)N1CC(=O)N2[C@H](CO)[C@@H](c3ccc(C#CC4CCCC4)cc3)[C@@H]2C1,.,-2,-1,0.0,.,-1.4,.,0

# Look-ups from the list:
# RAD54 inh result of CN(c1cccc(NC(=O)c2ccc(Cl)c(S(=O)(=O)Nc3ccccc3)c2)c1)S(C)(=O)=O : -2
# Xi reactivation result of Cc1ccc(CC2C(=O)N(c3ccc(F)cc3)C(=O)C2C)cc1 (stereo not given) : 0.0
# Xi reactivation result of O=C(C[C@@H]1C/C=C\CCC(=O)OC[C@@H]2CCCN2C1=O)N[C@@H](CO)Cc1ccccc1 : 0.0

# Carrying on:
SMILES,esBAF inh,ERAP1 HTS inh,RAD52 inh,Xi reactivation,ARNT TACC3 PPI,F508del corr,RAD54 inh,GSIS activator
O=C1C=C(c2cccc(CO)c2)C[C@@H](c2ccc(Cl)cc2)C1,3,-1,-9,0.1,4,1.3,13,-6
CCOc1ccc(CNC(=O)c2ccccc2NC(=O)C2=CSCCO2)cc1,5,7,-7,0.0,-2,-0.2,-4,-5
C[C@H]1CCCCO[C@@H](CN(C)C(=O)CCCN(C)C)[C@@H](C)CN([C@@H](C)CO)C(=O)c2cc(NS(C)(=O)=O)ccc2O1,0,.,.,0.3,.,0.3,.,-2
CCN(C(=O)COC(=O)/C(C#N)=C/c1ccc(OC)cc1)C1CCS(=O)(=O)C1 (stereo not given),7,-2,-13,-0.1,-5,-2.2,13,-26
CCOC(=O)C1CCCN(C(=O)c2cc(-c3cccs3)oc2C)CC1 (stereo not given),-3,-1,1,-0.1,.,-6.6,10,.
NNC(=O)c1sccc1OCc1ccc(Cl)cc1Cl,.,-3,-5,0.0,-12,0.1,.,-15
COC(=O)c1nc(-c2ccccc2)oc1N1CCOCC1,.,-3,-4,0.3,-10,-0.9,.,32
C[C@@H]1CN([C@H](C)CO)C(=O)c2cc(C3=CCCCC3)cnc2O[C@H]1CN(C)C(=O)c1ccccc1,-2,0,9,0.1,-9,-0.1,-3,-5
CCOC(=O)c1c(S(=O)(=O)Nc2ccc(CN3CCC(C)CC3)cc2)c(C)n(C)c1C,-4,-5,-4,0.0,-2,0.0,3,33
C[C@H]1CN([C@@H](C)CO)C(=O)c2cc(-c3ccc(F)cc3)cnc2O[C@@H]1CN(C)C(=O)Nc1ccc(F)cc1,1,.,.,-0.1,.,-0.6,.,-18
COc1cccc(NC(=O)N2C[C@H](O)COC[C@H]3O[C@@H](CC(=O)NCCCN4CCOCC4)CC[C@@H]32)c1,6,.,.,-0.1,3,-1.2,-1,37
C[C@H](CO)N1C[C@H](C)[C@@H](CN(C)C(=O)Nc2ccccc2)Oc2cc(Br)ccc2S1(=O)=O,-4&0,1&0,-12&-4,0.4&-1.0,-4,0.0&-2.0,-1&6,-3&-14
CCS(=O)(=O)N1CC2(C1)CN(S(=O)(=O)c1ccc(C)cc1)[C@H](CO)c1[nH]c3cc(OC)ccc3c12,.,0,-11,0.6,.,-0.1,.,-10
Cc1noc(C)c1S(=O)(=O)Nc1ccc2c(c1)C(=O)N([C@@H](C)CO)C[C@H](C)[C@H](CN(C)CC1CC1)OCCCC[C@@H](C)O2,4,.,.,0.2,-5,-1.4,-9,-9
CCOC(=O)C1=C(C)NC(=O)NC1c1ccc(F)cc1 (stereo not given),.,7,-12,0.0,-2,-0.8,.,-14
O=C(N/N=C/c1ccc(F)cc1)c1cc[n+]([O-])cc1,-4,5,-8,0.1,1,0.8,-3,6
COC(=O)[C@]12C[C@H](CC(=O)NCc3cccc4ccccc34)C(=O)N(CCc3ccc(OC)c(OC)c3)C1=C[C@H](C(C)(C)C)O[C@@H]2C,.,0,-20,0.0,.,1.6,.,.
Cc1cc(N2CCN(C)CC2)n2nc(-c3ccc(Cl)cc3)nc2n1,.,2,-1,0.0,-18,-1.4,.,.
CC[C@@H](C)[C@@H](CO)NC(=O)[C@H]1O[C@@H](n2cnc3c(N)ncnc32)[C@H](O)[C@@H]1O,12,8,-10,0.3,.,2.1,-5,-11
CCC(C)(C)n1nnnc1C(c1cc2cc(C)ccc2[nH]c1=O)N1CCCC1 (stereo not given),4,.,.,.,0,.,-10,17
Cc1nn(C)cc1CNC(=O)c1cccc(F)c1,.,0,-1,-0.2,-2,.,.,7
COCC#Cc1ccc2c(c1)O[C@@H](CN(C)S(=O)(=O)c1ccc(OC)cc1)[C@H](C)CN([C@@H](C)CO)S2(=O)=O,2,-1,-19,0.1,-2,1.4,-10,-9
Cn1c(COc2ccc(Br)cc2)nnc1SC1CCc2ccccc2C1=O (stereo not given),.,.,.,2.9,-7,.,4,4
CCN(CC)C1Oc2cc3c(cc2C(c2cc(OC)c(O)c(OC)c2)C1C)OCO3 (stereo not given),.,2,-2,0.0,0,0.4,.,-11

# Continued; the last four above are carried over.
SMILES,esBAF inh,ERAP1 HTS inh,RAD52 inh,Xi reactivation,ARNT TACC3 PPI,F508del corr,RAD54 inh,GSIS activator
Cc1nn(C)cc1CNC(=O)c1cccc(F)c1,.,0,-1,-0.2,-2,.,.,7
COCC#Cc1ccc2c(c1)O[C@@H](CN(C)S(=O)(=O)c1ccc(OC)cc1)[C@H](C)CN([C@@H](C)CO)S2(=O)=O,2,-1,-19,0.1,-2,1.4,-10,-9
Cn1c(COc2ccc(Br)cc2)nnc1SC1CCc2ccccc2C1=O (stereo not given),.,.,.,2.9,-7,.,4,4
CCN(CC)C1Oc2cc3c(cc2C(c2cc(OC)c(O)c(OC)c2)C1C)OCO3 (stereo not given),.,2,-2,0.0,0,0.4,.,-11
CC(C)NC(=O)N(C)C[C@H]1Oc2c(NC(=O)C3CC3)cccc2C(=O)N([C@@H](C)CO)C[C@H]1C,-1,6,5,-0.6,-6,-3.5,-5,7
COc1cc(OC)c(OC)cc1/C=N/Nc1nc2ccccc2[nH]1,.,4,-1,0.0,20,3.4,.,-46
O=C(COc1ccc([N+](=O)[O-])cc1Cl)N1CCOCC1,-9,-1,-7,0.0,3,-5.1,-14,-6
CCCCN(CCCC)S(=O)(=O)c1ccc(NC(=O)Cc2cccs2)cc1,-15,2,-4,.,-8,-1.7,-16,-7
COc1ccc(S(=O)(=O)N(C)C[C@@H]2Oc3c(NS(=O)(=O)c4ccc(C)cc4)cccc3C(=O)N([C@H](C)CO)C[C@@H]2C)cc1,6,3,-20,-0.3,-1,-1.2,14,-9
COC(=O)Nc1nn(-c2ccc(OC)cc2)c(=O)c(C#N)c1C,-6,-1,-24,-0.2,4,1.1,-2,9
Cn1cc(CNCc2ccccc2OCC(O)CN2CCc3ccccc3C2)cn1 (stereo not given),.,3,28,0.1,5,1.4,.,9
CC1=C(C(=O)NCc2ccc(Cl)cc2)C2(CCC(C)CC2)OC1=O (stereo not given),.,-4,-5,-0.1,-6,1.8,8,-43
Cc1cc(=O)oc2c3c(cc(OCC(=O)NCCN4CCOCC4)c12)OC(C)(C)CC3,2,-1,1,.,-4,2.3,4,8
CC1=C(c2ccccc2)C(=O)C(C)(C)CC1=O,.,.,-12,0.0,.,-2.0,.,6
N=C1C(c2nc3ccccc3s2)=C(O)CN1c1ccccc1,.,1,-13,0.2,-5,3.4,.,11
O=C(N/N=C/C(Br)=C/c1ccccc1)c1cccnc1,.,-1,6,0.5,-2,-17,-7,-5
NC(=O)c1ncn([C@@H]2O[C@H](C(=O)N[C@H](Cc3c[nH]c4ccccc34)C(=O)N3CCN(C(=O)N4CCOCC4)CC3)[C@@H](O)[C@H]2O)n1,.,-1,-3,0.2,.,4.1,.,18
COc1ccc(CN(C)C[C@H]2OCCCC[C@@H](C)Oc3ccc(NC(=O)CCCN(C)C)cc3C(=O)N([C@@H](C)CO)C[C@@H]2C)cc1,4,0,0,-0.1,0,0.6,-5,25
CO[C@@H]1CN(C)C(=O)c2cc(NS(=O)(=O)c3ccc(Cl)cc3)ccc2OC[C@@H](C)N(C(=O)Cc2cccnc2)C[C@H]1C,-1,0,-13,-0.3,-8,-2.1,2,-11
N#Cc1ccccc1NC(=O)CN1CCN(Cc2ccccc2)CC1,-4,1,-4,0.0,-3,-1.9,0,8
Cn1cc([N+](=O)[O-])c(C(=O)Nc2sc3c(c2C#N)CCC3)n1,-26,3,11,0.6,-7,-13,7,11
COc1cc2ccccc2cc1C(=O)Nc1ccccc1C,71*,2,-15,0.0,3,2.0,0,.
O=C(CN1CCN(c2ccc(F)cc2)CC1)Nc1ccccc1[N+](=O)[O-],.,0,-13,0.0,-7,3.4,.,-2
CN(C)c1ccc(NC(=O)Nc2nnc([C@H]3C[C@H](O)[C@@H](CO)O3)s2)cc1,1,6,26,0.5,.,-0.1,3,-9
COc1ccc(CN(C)C[C@H]2OCCCC[C@@H](C)Oc3ccc(NC(=O)c4ccccc4)cc3C(=O)N([C@H](C)CO)C[C@H]2C)cc1,-5,1,9,-0.1,3,1.9,-3,-20
CCCNC(=O)Nc1ccc2c(c1)OC[C@H](C)N(Cc1ccc(-c3ccccn3)cc1)C[C@H](C)[C@@H](OC)CN(C)C2=O,.,2,6,0.0,.,5.3,.,-15
COc1ccc(S(=O)(=O)N(CC(=O)NN=C2CCN(C)CC2)c2cc(Cl)ccc2OC)cc1OC,-6,-2,-5,-0.1,-2,-1.7,-2,14
